Screens (PubChem BioAssay)
SRC2 TRFRET art = flags TR-FRET format artefacts in PPARgamma SRC-2 recruitment agonist screen. TR-FRET artefact counter-screen; hits give high values. TR-FRET ratio at 8 µM. 0.4% of 200,000 active; in the data active = TR-FRET ratio above about 2000; note: inactives centre near 1500
Diaph inh CS = inhibits diaphorase or chemically oxidizes, flagging diaphorase assay artifacts; inhibition, % at 20 µM; 0.69% of 190,000 active; diaphorase resazurin-to-resorufin fluorescence, NADH, 16 min; bacterial (C. kluyveri) enzyme, not human; AID 1217;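 active = primary screen inhibition at 20 µM above a set limit, cut at about 50% in these data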;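 note: plate controls were DMSO with full reaction for no effect and wells lacking NADH for full effect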
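material = Clostridium kluyveri diaphorase enzyme | amount = 0.14 U/mL diaphorase, enzyme working solution | schedule = incubation 16 min, room temperature | detection = fluorescence of resorufin formed from resazurin, Ex 544/Em 590 nm | benchmarks = positive control minus NADH, DMSO neutral control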
PMI activator = activators of human phosphomannose isomerase; P34949; purified human PMI, coupled resazurin fluorescence, 20 min; hits give high values; 1 = vehicle control, 0 substrate-free wells; activation factor at 20 µM; 0.005% of 190,000 active; AID 1214;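 active = activation factor of 2 or more at 20 µM, relative to plate controls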
Diaph act CS = activates diaphorase or chemically reduces, flagging diaphorase assay artifacts; activation factor at 20 µM; Diaphorase/resazurin coupled assay, resorufin fluorescence, 16 min; hits give high values; 1 = vehicle wells, 0 = NADH-free wells; 0.005% of 190,000 active; AID 1229;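 active = diaphorase activity raised at least twofold by the compound at 20 µM; inactive = activation factor below 2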
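Assay system: Purified diaphorase enzyme from Clostridium kluyveri | Amount: Enzyme 0.07 U/mL final | Dosing: Compound 20 µM once, DMSO 1% | Timing: 16 min reaction at room temperature | Detection: Fluorescence, excitation 544 nm and emission 590 nm | Evaluation: Higher resorufin formation from activation or reduction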
G6PDH counter = L. mesenteroides G6PDH inhibition counter-screen; Purified L. mesenteroides G6PDH, diaphorase/resazurin coupled fluorescence, 45 min; inhibition, % at 5 µM; 0.12% of 200,000 active; AID 1020; in the data active = inhibition above about 50%
PPARg SRC2 recr = PPARgamma-driven SRC-2 recruitment agonism; activation, % at 8 µM; AID 1032; PPARgamma LBD-SRC-2 recruitment, biochemical; P37231; 0.34% of 200,000 active; in the data active = activation above about 22%;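 note: 0% = vehicle and 100% = reference agonist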
PPARg SRC-3 ag = agonists of human PPARgamma SRC-3 coactivator recruitment. biochemical PPARgamma/SRC-3 coactivator recruitment assay. 0.26% of 200,000 active. AID 731. P37231. activation, % at 8 µM; in the data active = activation above about 23%;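 note: 0% = DMSO and 100% = reference agonist; some compounds past the cut are filed as inactive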
ROMK mod = human ROMK K+ channel modulation, primary screen. Tet-inducible ROMK, thallium flux fluorescence; actives lie on both sides. P48048. B-score at 10 µM. 2% of 130,000 active;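 active = signal ratio slope over the read window, or its plate-corrected B-score, at least 3 SD from the plate mean, either direction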;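 note: B-score of the F/F0 ratio slope over 7 to 12 s after thallium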
Target sequence (P48048 whole entry, looked up): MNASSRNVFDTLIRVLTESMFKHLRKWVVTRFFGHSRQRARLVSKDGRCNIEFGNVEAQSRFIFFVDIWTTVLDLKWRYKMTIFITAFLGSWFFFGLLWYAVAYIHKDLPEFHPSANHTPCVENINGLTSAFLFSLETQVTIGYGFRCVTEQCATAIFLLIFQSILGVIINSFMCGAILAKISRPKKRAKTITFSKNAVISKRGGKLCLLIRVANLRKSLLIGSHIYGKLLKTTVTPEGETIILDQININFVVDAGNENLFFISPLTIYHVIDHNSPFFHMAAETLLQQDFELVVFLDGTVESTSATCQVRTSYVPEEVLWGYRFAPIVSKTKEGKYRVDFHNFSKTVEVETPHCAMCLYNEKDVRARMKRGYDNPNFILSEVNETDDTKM
S1P3 antag = blocks the human S1P3 receptor; 0.27% of 170,000 active; inhibition, % at 4.98 µM; Q99500; CHO S1P3 NFAT-BLA reporter, FRET fluorescence, antagonist mode;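 active = inhibition above the plate cutoff, the mean inhibition of test wells on that plate plus 3 SD, cut at about 28% in these data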;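 note: cells challenged with S1P at its EC80 of 0.8 µM; blue over green emission ratio from cleaved BLA substrate after 4 h stimulation; 0% = S1P-stimulated wells and 100% = unstimulated DMSO-only wells; some compounds past the cut are filed as inactive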
Target sequence (Q99500 whole entry, looked up): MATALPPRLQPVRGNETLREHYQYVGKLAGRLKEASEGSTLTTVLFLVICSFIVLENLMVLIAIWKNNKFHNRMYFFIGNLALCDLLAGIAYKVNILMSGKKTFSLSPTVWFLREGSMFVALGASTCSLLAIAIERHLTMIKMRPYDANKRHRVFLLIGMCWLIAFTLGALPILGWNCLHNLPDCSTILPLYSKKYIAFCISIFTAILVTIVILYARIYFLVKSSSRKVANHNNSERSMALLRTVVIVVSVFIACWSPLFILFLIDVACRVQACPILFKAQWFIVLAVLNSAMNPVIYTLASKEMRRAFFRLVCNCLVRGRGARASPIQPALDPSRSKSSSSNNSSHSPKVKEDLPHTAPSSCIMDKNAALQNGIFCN
PPARg SRC-1 ag = agonists of human PPARgamma SRC-1 coactivator recruitment | activation, % at 8 µM | 0.41% of 200,000 active | PPARgamma-SRC-1 coactivator recruitment biochemical assay; in the data active = activation above about 19%;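 note: 0% = DMSO and 100% = reference agonist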
PMI act hi M6P = increases human PMI activity with near-saturating mannose 6-phosphate | 0.34% of 190,000 active | activation factor at 20 µM | coupled PMI enzyme assay, resazurin fluorescence, 20 min; hits give high values; 1 = untreated enzyme, 0 = substrate-free blank | AID 1216;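 active = activation factor of 2 or more at 20 µM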
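Test system: human phosphomannose isomerase with PGI, G6PDH, diaphorase coupling enzymes / Doses: 20 µM compound, 1% DMSO / Times: enzyme reaction with compound 20 min at room temperature / Measured by: Diaphorase-driven resazurin-to-resorufin fluorescence, excitation 544, emission 590 nm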
Starred values were filed as active, the others as inactive.

CCOC(=O)C1CCCCN1Cc1cccc(C(F)(F)F)c1 (stereo not given) was read as SRC2 TRFRET art 1518, Diaph inh CS 6.4, PMI activator 1, Diaph act CS 0.9, G6PDH counter 7.9, PPARg SRC2 recr 3.1, PPARg SRC-3 ag 7.0, ROMK mod -0.778, PPARg SRC-1 ag 5.7 and PMI act hi M6P 1.
Screening Cc1ccccc1-n1nc2c(c1NC(=O)c1cc3ccccc3oc1=O)CS(=O)C2 (stereo not given) returned SRC2 TRFRET art 1568, Diaph inh CS 26.7, PMI activator 0.9, Diaph act CS 0.7, G6PDH counter 5.1, PPARg SRC2 recr -6.9, PPARg SRC-3 ag -10.6, ROMK mod 0.368, S1P3 antag 19.4, PPARg SRC-1 ag 6.2 and PMI act hi M6P 0.9.
Screening O=C(CCCN1C(=O)c2ccccc2C1=O)NCc1ccco1 returned SRC2 TRFRET art 1714, Diaph inh CS 6.3, PMI activator 1.1, Diaph act CS 0.9, G6PDH counter 10.7, PPARg SRC2 recr 5.9, PPARg SRC-3 ag 7.0, PPARg SRC-1 ag 2.8 and PMI act hi M6P 1.1.
Screening C/C(=N\NC(=O)c1ccc(O)cc1)c1ccc2c(c1)Nc1ccccc1S2 returned SRC2 TRFRET art 1763, Diaph inh CS 20.0, PMI activator 0.9, Diaph act CS 0.8, G6PDH counter -29.6, PPARg SRC2 recr 27.1*, PPARg SRC-3 ag 14.5, S1P3 antag 13.7, PPARg SRC-1 ag 17.1 and PMI act hi M6P 0.9.
For Cc1csc(NC(=O)c2c(O)c3c(n(CC(C)C)c2=O)CCCC3)n1 the results were SRC2 TRFRET art 1498, Diaph inh CS 11.2, PMI activator 0.9, Diaph act CS 0.9, G6PDH counter -45.9, PPARg SRC2 recr 5.1, PPARg SRC-3 ag 10.6, S1P3 antag -31.3, PPARg SRC-1 ag -6.8 and PMI act hi M6P 0.9.
Cc1cccc(-c2csc(N)c2C(=O)OC(C)C)c1 was read as SRC2 TRFRET art 1499, Diaph inh CS 32.2, PMI activator 0.6, Diaph act CS 0.7, G6PDH counter 5.0, PPARg SRC2 recr -2.8, PPARg SRC-3 ag 0.5, ROMK mod 0.484, PPARg SRC-1 ag 1.0 and PMI act hi M6P 0.4.
Screening CCO[C@H]1OC(C(=O)N2CCN(C)CC2)=C[C@@H](c2coc3ccccc3c2=O)[C@@H]1CCCO returned SRC2 TRFRET art 1567, Diaph inh CS 11.8, PMI activator 1, Diaph act CS 0.9, G6PDH counter 6.4, PPARg SRC2 recr 6.2, PPARg SRC-3 ag -2.8, S1P3 antag -11.3, PPARg SRC-1 ag 4.5 and PMI act hi M6P 1.
Screening COc1ccc(CNC(=O)C(OC(=O)c2nsc(Cl)c2Cl)C(C)C)cc1 (stereo not given) returned SRC2 TRFRET art 1730, Diaph inh CS 17.8, PMI activator 0.8, Diaph act CS 0.8, G6PDH counter 12.4, PPARg SRC2 recr 6.1, PPARg SRC-3 ag 3.4, ROMK mod -0.00447, S1P3 antag -3.2, PPARg SRC-1 ag 5.5 and PMI act hi M6P 0.9.
Screening CC(=O)NC(C)C(=O)OCC(=O)c1ccc(-c2ccccc2)cc1 (stereo not given) returned SRC2 TRFRET art 1827, Diaph inh CS 16.1, PMI activator 1, Diaph act CS 0.8, G6PDH counter 0.5, PPARg SRC2 recr 10.0, PPARg SRC-3 ag 11.5, ROMK mod 0, S1P3 antag -8.3, PPARg SRC-1 ag 10.6 and PMI act hi M6P 0.9.
`Cc1ccc(OCC(O)CN2CCN(CC(O)COc3ccc(C)cc3Cl)CC2)c(Cl)c1` (stereo not given) gave SRC2 TRFRET art 1491, Diaph inh CS 15.3, PMI activator 1, Diaph act CS 0.8, G6PDH counter 12.1, PPARg SRC2 recr -8.0, PPARg SRC-3 ag -0.3, S1P3 antag -30.9, PPARg SRC-1 ag 7.9 and PMI act hi M6P 1.
`C=CCN1C(=O)CS/C1=N\N=C\c1cccc([N+](=O)[O-])c1` gave SRC2 TRFRET art 1652, Diaph inh CS 14.9, PMI activator 1, Diaph act CS 0.9, G6PDH counter 4.1, PPARg SRC2 recr 2.6, PPARg SRC-3 ag 0.5, ROMK mod -0.0488, S1P3 antag -12.7, PPARg SRC-1 ag 5.2 and PMI act hi M6P 1.
Cc1nn(-c2ccccc2)c(N2CCCC2)c1/C=N/NC(=O)c1cc(-c2ccccn2)nc2ccccc12 was read as SRC2 TRFRET art 1591, Diaph inh CS 18.0, PMI activator 0.9, Diaph act CS 0.8, G6PDH counter -23.0, PPARg SRC2 recr 4.1, PPARg SRC-3 ag 7.4, S1P3 antag 5.7, PPARg SRC-1 ag 3.2 and PMI act hi M6P 0.9.
For CCOC(=O)Nc1ccc2nc3n(c(=O)c2c1)CCCCC3 the results were SRC2 TRFRET art 1435, Diaph inh CS -1.3, PMI activator 1.1, Diaph act CS 1, G6PDH counter 6.7, PPARg SRC2 recr -12.2, PPARg SRC-3 ag 4.2, ROMK mod 1.31, S1P3 antag 3.7, PPARg SRC-1 ag -3.2 and PMI act hi M6P 1.1.
Nc1nonc1C(=O)N1CCCC1 was read as SRC2 TRFRET art 1476, Diaph inh CS 9.2, PMI activator 0.9, Diaph act CS 0.9, G6PDH counter 11.2, PPARg SRC2 recr 0.3, PPARg SRC-3 ag 3.5, ROMK mod 2.38, S1P3 antag -21.3, PPARg SRC-1 ag 5.5 and PMI act hi M6P 0.9.
`COc1ccccc1CCNC(=O)NC1CCCCC1` gave SRC2 TRFRET art 1478, Diaph inh CS 19.5, PMI activator 0.9, Diaph act CS 0.8, G6PDH counter 3.5, PPARg SRC2 recr 2.1, PPARg SRC-3 ag 1.5, ROMK mod -1.1, S1P3 antag -5.0, PPARg SRC-1 ag -0.2 and PMI act hi M6P 1.
COc1ccc(CN2C(=O)CN(C3CCCCCC3)C(=O)C2c2ccc(OC)c(OC)c2)cc1 (stereo not given) was read as SRC2 TRFRET art 1457, Diaph inh CS 19.8, PMI activator 0.8, Diaph act CS 0.8, G6PDH counter 5.0, PPARg SRC2 recr 2.8, PPARg SRC-3 ag 8.3, ROMK mod -0.0201, PPARg SRC-1 ag 1.6 and PMI act hi M6P 0.9.
Screening Cc1ccccc1-n1nc(C)c2cc(C(=O)NC3CC3)sc21 returned SRC2 TRFRET art 1478, Diaph inh CS 10.2, PMI activator 1, Diaph act CS 0.9, G6PDH counter -1.1, PPARg SRC2 recr -4.5, PPARg SRC-3 ag -4.2, ROMK mod -0.0771, PPARg SRC-1 ag 3.4 and PMI act hi M6P 0.9.
`Cc1ccccc1N=Nc1ccc(O)c2ncccc12` gave SRC2 TRFRET art 1606, Diaph inh CS 11.8, PMI activator 1.1, Diaph act CS 0.9, G6PDH counter 4.2, PPARg SRC2 recr 4.9, PPARg SRC-3 ag 3.7, ROMK mod 0.556, S1P3 antag 7.6, PPARg SRC-1 ag 0.8 and PMI act hi M6P 0.7.
Cc1csc(NC(=O)CSc2nnc(-c3cccs3)n2C)n1 was read as SRC2 TRFRET art 1493, Diaph inh CS 19.6, PMI activator 1, Diaph act CS 0.8, G6PDH counter 2.4, PPARg SRC2 recr 5.1, PPARg SRC-3 ag 1.9, ROMK mod -0.0578, S1P3 antag -9.5, PPARg SRC-1 ag 2.0 and PMI act hi M6P 1.
CN(C(=O)COC(=O)c1ccc(NS(=O)(=O)c2cccs2)cc1)C1CCCCC1 was read as SRC2 TRFRET art 1630, Diaph inh CS 23.4, PMI activator 1, Diaph act CS 0.8, G6PDH counter 5.7, PPARg SRC2 recr 7.4, PPARg SRC-3 ag 4.1, ROMK mod -1.42, S1P3 antag -20.0, PPARg SRC-1 ag 4.2 and PMI act hi M6P 1.
COC(=O)c1c(C)[nH]c(C(=O)CSc2ccc(Cl)cc2)c1C was read as SRC2 TRFRET art 1657, Diaph inh CS 11.1, PMI activator 0.9, Diaph act CS 0.9, G6PDH counter -3.3, PPARg SRC2 recr -0.7, PPARg SRC-3 ag 4.2, ROMK mod 0.0666, PPARg SRC-1 ag -2.0 and PMI act hi M6P 1.
`C/C(=N\S(=O)(=O)c1ccc(C)cc1)N1CCCCC1` gave SRC2 TRFRET art 1526, G6PDH counter 14.1, PPARg SRC2 recr -0.6, PPARg SRC-3 ag -2.0, ROMK mod 0.491, S1P3 antag -4.0 and PPARg SRC-1 ag 3.0.
Screening CCOC(=O)Nc1nc(-c2ccccc2)c(C(=O)c2ccccc2)s1 returned SRC2 TRFRET art 1663, Diaph inh CS 13.6, PMI activator 0.8, Diaph act CS 0.9, G6PDH counter 8.6, PPARg SRC2 recr 5.8, PPARg SRC-3 ag -1.2, ROMK mod 3.58*, PPARg SRC-1 ag -0.5 and PMI act hi M6P 0.9.
For O=C(CSc1nc2ccccc2o1)N1c2ccccc2Sc2ccc(Cl)cc21 the results were SRC2 TRFRET art 1378, Diaph inh CS 12.3, PMI activator 0.9, Diaph act CS 0.9, G6PDH counter -4.3, PPARg SRC2 recr -3.9, PPARg SRC-3 ag 4.5, PPARg SRC-1 ag 1.5 and PMI act hi M6P 1.
For Cc1ccc2c(c1)NC(=O)C(CC(=O)NCCCN1CCCCC1)O2 (stereo not given) the results were SRC2 TRFRET art 1557, Diaph inh CS 22.4, PMI activator 1, Diaph act CS 0.8, G6PDH counter 0.4, PPARg SRC2 recr -11.2, PPARg SRC-3 ag 5.1, S1P3 antag -8.5, PPARg SRC-1 ag 3.1 and PMI act hi M6P 1.
`CN(C(=O)N1CCN(S(=O)(=O)c2ccccc2)CC1)c1ccccc1` gave SRC2 TRFRET art 1613, Diaph inh CS 10.0, PMI activator 1, Diaph act CS 0.9, G6PDH counter 2.6, PPARg SRC2 recr 9.0, PPARg SRC-3 ag 7.3, ROMK mod -0.253, S1P3 antag -4.9, PPARg SRC-1 ag -0.6 and PMI act hi M6P 1.
Cc1nc2[nH]c(=S)[nH]c2cc1Br was read as SRC2 TRFRET art 1669, Diaph inh CS 20.9, PMI activator 0.6, Diaph act CS 0.8, G6PDH counter 1.8, PPARg SRC2 recr 7.1, PPARg SRC-3 ag 9.5, PPARg SRC-1 ag 6.3 and PMI act hi M6P 0.9.
